Screens (PubChem BioAssay)
eIF4E-4G inh = blocks eIF4E binding to eIF4G | TR-FRET eIF4E-eIF4GI(517-606) binding, 2 h | 220,000 compounds, 0.37% hits | P63073+Q04637 | inhibition, % at 21.7 µM;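 active = inhibition above about 30%, limit read from the data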;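 also: 0% = full FRET control wells and 100% = background wells lacking eIF4GI fragment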
FXIa inh = inhibitors of human coagulation factor XIa; P03951; purified FXIa, Boc-Glu-Ala-Arg-AMC fluorogenic substrate; inhibition, % at 5 µM; 220,000 compounds, 0.14% hits; AID 798;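 active = inhibition of at least 40%; inactive = inhibition below 40%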;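 also: fluorescence of freed AMC excited at 355 nm; 0% = enzyme without compound and 100% = no enzyme blank; many of its hits are not listed in these tables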
hK5 inh = blocks human kallikrein 5 protease activity; 210,000 compounds, 0.59% hits; Q9Y337; recombinant hK5, fluorogenic AMC substrate cleavage; inhibition, % at 5 µM; AID 873;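 active = inhibition of 40% or more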;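 also: 0% = enzyme controls without compound and 100% = no-enzyme blanks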
Target sequence (Q9Y337 67-293 limits assumed): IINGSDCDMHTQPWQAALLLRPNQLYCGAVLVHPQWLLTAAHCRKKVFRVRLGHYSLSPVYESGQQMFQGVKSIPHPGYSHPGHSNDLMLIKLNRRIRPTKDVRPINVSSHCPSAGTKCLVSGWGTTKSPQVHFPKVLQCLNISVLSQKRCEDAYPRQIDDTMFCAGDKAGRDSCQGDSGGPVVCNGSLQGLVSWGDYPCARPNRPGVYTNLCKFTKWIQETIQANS
Wee1 stabilizer = human Wee1 degradation inhibition, primary screen; HeLa Luc-Wee1K328M stability, luciferase luminescence; 100% = proteasome inhibitor MG132 effect; P30291; AID 1321; 220,000 compounds, 1.2% hits; reporter increase, % at 5 µM;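 active = activation above the mean of all tested compounds plus 3 SD, set per screening run, cut at about 8.8% in these data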;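 also: cells exposed to compound for 20 h before luminescence read; 0% = DMSO alone and 100% = MG132 at 30 µM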
14-3-3 Bad PPI = disrupts binding of bovine 14-3-3 zeta to phospho-Bad peptide; 220,000 compounds, 0.71% hits; inhibition, % at 21.7 µM; AID 781; TR-FRET 14-3-3zeta/Dy647-pBad peptide displacement, 1 h; P63103;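 active = inhibition above about 70%, limit read from the data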;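 also: 0% = full 14-3-3 plus peptide FRET controls and 100% = background without 14-3-3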
Target sequence (P63103 whole entry, looked up): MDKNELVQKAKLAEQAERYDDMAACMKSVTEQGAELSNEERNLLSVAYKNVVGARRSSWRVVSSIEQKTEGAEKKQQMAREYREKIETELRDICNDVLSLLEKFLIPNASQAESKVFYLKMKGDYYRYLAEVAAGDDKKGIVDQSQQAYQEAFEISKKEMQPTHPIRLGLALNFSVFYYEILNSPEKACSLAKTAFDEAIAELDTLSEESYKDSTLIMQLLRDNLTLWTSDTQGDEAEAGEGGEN
FXIIa inh 1536 = blocks human coagulation factor XIIa protease activity; P00748; purified FXIIa, Boc-QGR-AMC fluorogenic substrate, 2 h; inhibition, % at 5 µM; 220,000 compounds, 0.3% hits; AID 800; in the data active = inhibition above about 40%;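 also: 0% = enzyme with no compound and 100% = blank without enzyme; many of its hits are not listed in these tables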
p97 ATPase inh = blocks human p97 ATPase activity | recombinant p97 ATPase, Kinase-Glo ATP luminescence, 3 h | 220,000 compounds, 0.42% hits | inhibition, % at 8 µM | P55072 | AID 1481; in the data active = inhibition above about 15%;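 also: 0% = DMSO vehicle and 100% = wells lacking enzyme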
MDM2 E3 inh = blocks human Mdm2 ubiquitin ligase activity | AID 1230 | cell-based MDM2 ubiquitination luciferase reporter, 2 h; 0 = plate control, 100 = twice control, blank-subtracted | signal enhancement, % at 5 µM | Q00987 | 210,000 compounds, 0.11% hits;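 active = signal enhancement of 30% or more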;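 also: luminescence tracks abundance of the self-degrading MDM2-luciferase fusion protein; higher signal means inhibition of MDM2 E3 ligase activity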
Target sequence (Q00987 whole entry, looked up, the tested form may be a part): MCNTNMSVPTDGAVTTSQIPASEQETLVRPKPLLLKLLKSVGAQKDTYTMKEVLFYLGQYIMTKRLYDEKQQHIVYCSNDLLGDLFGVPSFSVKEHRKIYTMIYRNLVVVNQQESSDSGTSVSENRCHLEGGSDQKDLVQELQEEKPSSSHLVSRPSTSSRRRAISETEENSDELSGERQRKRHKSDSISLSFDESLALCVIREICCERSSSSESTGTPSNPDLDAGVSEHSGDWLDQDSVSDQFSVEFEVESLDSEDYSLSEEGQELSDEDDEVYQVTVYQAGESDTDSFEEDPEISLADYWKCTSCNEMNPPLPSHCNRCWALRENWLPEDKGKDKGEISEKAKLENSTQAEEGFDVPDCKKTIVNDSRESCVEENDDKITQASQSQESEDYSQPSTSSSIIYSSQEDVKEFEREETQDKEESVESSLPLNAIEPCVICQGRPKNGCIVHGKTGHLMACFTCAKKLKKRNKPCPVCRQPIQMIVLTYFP
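System: stable MDM2–luciferase fusion reporter cells / Input: 2000 cells seeded into each well / Schedule: 4 h settle plus 2 h compound, 37 °C / Compound: single-point 5 µM / Buffer or medium: cells held in DMEM / Benchmarks: control and blank well means / Evaluation: percent signal gain over controls, blank-subtracted / Measured by: luciferase luminescence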
Rad51 HR inh = blocks human Rad51 in homologous recombination | Q06609 | hRad51 DNA strand exchange, fluorescence dequenching | inhibition, % at 10 µM | 200,000 compounds, 0.085% hits | AID 1385;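 active = inhibition above 40% at the single screening dose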;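 also: 0% = DMSO control wells and 100% = blanks with heterologous ssDNA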
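Test system – preformed human Rad51 ssDNA filaments · Reagent – Donor/quencher-labelled 47-bp dsDNA substrate · Incubation – 37 °C 15-min filament assembly, 30-min compound preincubation, 15-min exchange · Signal – FRET fluorescence dequenching, excitation 485 nm, emission 520 nm · Read-out – percent inhibition from fluorescence, normalised to plate control and blank means · Benchmarks – plate control and blank wells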
Numbers without * were called inactive; . = not tested or not shown; [ ] = another dose, or the depositor's remark.

1. CCOC(=O)Cc1nc2cc(Cl)ccc2o1
2. CCN(CC)S(=O)(=O)c1ccc(/C(O)=C2/C(=O)C(=O)N(CCOC)C2c2ccccc2)cc1 (stereo not drawn)
3. C=CCNC(=S)Nc1ccc(C)cc1[N+](=O)[O-]
4. CC1CC(C)CN(CCCSc2ccccc2)C1 (stereo not drawn)
5. Cc1ccc(CNC(=O)COC(=O)c2cnc(C)cn2)cc1
6. Cn1cc(/C=C2\SC(=S)N(NC(=O)c3cccc(Cl)c3)C2=O)c2ccccc21
7. Cc1cccc(C)c1OCCOCCN1CCN(C)CC1
8. COc1c2occc2c(OC)c2c(=O)cc(C)oc12

compound no.,1,2,3,4,5,6,7,8
eIF4E-4G inh,2,-4[fluorescence artefact?],-3,-21,-1,-7,-6,-3
14-3-3 Bad PPI,-7,27[fluorescence artefact?],-12,13[fluorescence artefact?],-2,7,35,-1
Wee1 stabilizer,7,2,9.1*,-2,0,1,3,-1
hK5 inh,1,-15,2,-10,-3,5,-25,-12
p97 ATPase inh,5,-1,6,-4,0,7,5,2
MDM2 E3 inh,-5,-9,-5,-6,-10,.,3,.
Rad51 HR inh,1,-11,.,14,-3,-236,-6,-1
FXIIa inh 1536,8,11,5,22,8,21,7,2
FXIa inh,1,4,2,-1,-5,6,1,-5

9. CN(C)CCNC(C(=O)Nc1cccc(C(F)(F)F)c1)c1ccccc1 (stereo not drawn)
10. Cc1csc(Sc2ccc(C(=O)OCC(=O)Nc3ccc(F)cc3[N+](=O)[O-])cc2[N+](=O)[O-])n1
11. CCCN1Cc2cccc(C(=O)NCc3ccccc3)c2C1=O
12. CCO/C=C1/C(=O)N(Cc2ccccc2)C(=O)c2ccccc21
13. CC(=O)Oc1ccc2nc(CN3C(=O)c4ccc([N+](=O)[O-])cc4C3=O)oc(=O)c2c1
14. CCCCCc1nnc(NC(=O)Cc2cccs2)s1
15. CCc1noc(C)c1C(=O)N1CCCC1
16. NCCCC[C@H](NC(=O)C1CCNCC1)c1nnc([C@@H](N)Cc2ccc(O)cc2)o1

compound no.,9,10,11,12,13,14,15,16
eIF4E-4G inh,1,-1,5,1,6,-1,-2,-3
14-3-3 Bad PPI,43,-7[fluorescence artefact?],-2,19[fluorescence artefact?],-3,-11[fluorescence artefact?],-1,-8
Wee1 stabilizer,-2,6,2,-2,-4,-2,0,3
hK5 inh,-3,-3,-8,-15,-2,-88,-20,-1
p97 ATPase inh,-2,3,-1,3,11,0,-1,2
MDM2 E3 inh,3,-1,-8,-3,3,-11,-7,.
Rad51 HR inh,-8,-1,4,-20,-1,0,0,5
FXIIa inh 1536,6,14,-1,9,5,2,6,5
FXIa inh,-5,8,-11,7,-2,4,-4,-2

Values by screen from above:
Nos. 11–16 in FXIa inh read -11, 7, -2, 4, -4, -2

Of the compounds above, two have four or more nitrogen atoms.
10. Cc1csc(Sc2ccc(C(=O)OCC(=O)Nc3ccc(F)cc3[N+](=O)[O-])cc2[N+](=O)[O-])n1
16. NCCCC[C@H](NC(=O)C1CCNCC1)c1nnc([C@@H](N)Cc2ccc(O)cc2)o1

compound no.,10,16
eIF4E-4G inh,-1,-3
14-3-3 Bad PPI,-7[fluorescence artefact?],-8
Wee1 stabilizer,6,3
hK5 inh,-3,-1
p97 ATPase inh,3,2
MDM2 E3 inh,-1,.
Rad51 HR inh,-1,5
FXIIa inh 1536,14,5
FXIa inh,8,-2

Additional compounds
17. COc1cccc(C(=O)Cn2c(=N)n(C)c3ccccc32)c1
18. CN(CC(=O)Nc1ccc(F)cc1)C(=O)CSc1nc2ncc(Cl)cc2[nH]1
19. O=C(Nc1ccc(N2C(=O)C3C4C=CC(C4)C3C2=O)cc1)Nc1nnc(C(F)(F)F)s1 (stereo not drawn)
20. Cc1ccc2c(c1)c1nnc(SCC(=O)N3CCN(c4ccc(F)cc4)CC3)nc1n2CC(=O)O
21. CCc1cccc(C)c1N(C(=O)Cn1c(COC)nc2ccccc21)C(C)COC (stereo not drawn)
22. CCc1c(C)nc2ncnn2c1NCCc1ccccc1
23. O=C(N/N=C1\CCCc2ccccc21)c1cccc(Br)c1
24. CC(=O)Nc1ccc(NC(=O)C2CC(=O)N(c3cccc(C)c3C)C2)cc1 (stereo not drawn)

compound no.,17,18,19,20,21,22,23,24
eIF4E-4G inh,0,-2,-3[fluorescence artefact?],-1,2,0[fluorescence artefact?],-1,-4
14-3-3 Bad PPI,-5[fluorescence artefact?],8,6,-17[fluorescence artefact?],2,-4[fluorescence artefact?],-7,-5[fluorescence artefact?]
Wee1 stabilizer,-2,-3,-1,-1,3,-2,0,-1
hK5 inh,-6,-1,-1,-1,0,-14,-9,-9
p97 ATPase inh,-6,1,-4,4,-3,1,0,5
MDM2 E3 inh,-13,-9,-6,-7,-5,-22,-9,-10
Rad51 HR inh,0,0,-1,4,-1,-9,3,-22
FXIIa inh 1536,21,12,8,9,-14,13,5,11
FXIa inh,6,-6,0,4,-6,4,-3,1

25. OCCCNC(=S)Nc1ccc(Br)cc1Cl
26. COc1cccc(S(=O)(=O)Nc2ccc(C(=O)NCc3ccco3)cc2)c1
27. O=C(Cc1ccccc1)NNC(=O)c1cnccn1
28. CN(C)S(=O)(=O)c1ccc(S(=O)(=O)Nc2ccc3c(c2)oc2ccccc23)cc1
29. COc1ccc(Cn2c(-c3ccc(OC)c(O)c3)nc3ccccc32)cc1O
30. Cc1c2ccccc2nc2c(F)c(NCCO)c(F)c(F)c12
31. Cc1cc(NC(=O)CSc2n[nH]c(N)n2)no1
32. Cc1n[nH]c(=O)nc1NC1CCCCC1

compound no.,25,26,27,28,29,30,31,32
eIF4E-4G inh,10,4,-5,4[fluorescence artefact?],1,10[fluorescence artefact?],-2,-2
14-3-3 Bad PPI,-4,9,5,2,-9,3,-16,5
Wee1 stabilizer,8.9*,-3,4,-3,-2,0,-3,-2
hK5 inh,-2,7,1,8,0,-10,-8,0
p97 ATPase inh,-1,1,7,3,8,9,5,2
MDM2 E3 inh,-8,-2,2,0,-3,-5,-16,-14
Rad51 HR inh,-8,-3,0,3,8,-14,1,-3
FXIIa inh 1536,5,18,4,15,8,24,3,-1
FXIa inh,0,6,6,-4,-2,23,1,-3

33. CSCCC(=O)Nc1nc(-c2ccccn2)cs1
34. COc1ccc(CNS(=O)(=O)NCc2ccc(OC)c(OC)c2)cc1
35. FC(F)Sc1ccc(NC(=S)NC(c2ccccc2)c2ccccc2)cc1
36. Cc1ccc(C2Nc3ccccc3-c3nc4ccccc4n32)o1 (stereo not drawn)
37. CCOC(=O)C1CCN(C(=O)CSc2ccccc2Cl)CC1
38. Nc1cc2c([N+](=O)[O-])cccc2o1
39. c1ccc(CCn2c(C3CC3)nc3ccccc32)cc1
40. CNc1nc(CCN2C(=O)c3ccccc3C2=O)cs1

compound no.,33,34,35,36,37,38,39,40
eIF4E-4G inh,0,4,-5,6,1,0[fluorescence artefact?],-3,5
14-3-3 Bad PPI,-16,-8,-5,9,1,4,2,-8
Wee1 stabilizer,3,1,-3,2,2,5,-1,-3
hK5 inh,-7,2,-3,-54,-4,8,6,-7
p97 ATPase inh,-1,4,8,-3,-5,5,-5,-1
MDM2 E3 inh,6,15,-1,-6,-6,-12,-11,-5
Rad51 HR inh,3,-5,-1,0,1,-18,-5,7
FXIIa inh 1536,11,9,8,-16,.,18,4,17
FXIa inh,-8,-2,-1,-4,-5,-13,-30,5

Only Rad51 HR inh and eIF4E-4G inh (3 entries from above):
cpd	Structure	Rad51 HR inh	eIF4E-4G inh
38	Nc1cc2c([N+](=O)[O-])cccc2o1	-18	0[fluorescence artefact?]
39	c1ccc(CCn2c(C3CC3)nc3ccccc32)cc1	-5	-3
40	CNc1nc(CCN2C(=O)c3ccccc3C2=O)cs1	7	5

Continued.
41. COc1cccc(-n2c([S-])c(C(=O)Nc3ccc(C(F)(F)F)cc3)[n+]3ccccc23)c1
42. CCCc1c(C)c2cccc(C)c2[nH]c1=O
43. CC(C)c1onc(C(=O)Nc2sc3c(c2C#N)CCC3)c1[N+](=O)[O-]
44. Cc1cccc(NC(=O)c2cnc3ccccn3c2=O)c1
45. C#CCSc1nncn1C(=O)/C=C/c1ccccc1
46. CC1CCc2nc3ccc(S(=O)(=O)N4CCC(C(=O)N5CCCCC5)CC4)cc3c(C(=O)O)c2C1 (stereo not drawn)
47. CCOCCNC(=O)c1ccccc1C(=O)NCCOCC
48. CCC1=NN(C(=O)COc2ccccc2C)C(O)(c2ccncc2)C1 (stereo not drawn)

compound no.,41,42,43,44,45,46,47,48
eIF4E-4G inh,1,-7,0,-3,-1,1,-2,1
14-3-3 Bad PPI,-10,7,-1,2,7,-3,12,-9
Wee1 stabilizer,3,-1,-1,0,0,0,-3,0
hK5 inh,-2,-10,.,-4,35,-5,-14,5
p97 ATPase inh,2,1,1,2,1,-2,3,3
MDM2 E3 inh,-6,-2,-23,-64,-15,-1,-15,-3
Rad51 HR inh,4,2,.,-3,2,1,-12,1
FXIIa inh 1536,6,15,10,9,31,-1,9,15
FXIa inh,-3,2,1,1,30,-6,-1,3

49. O=C(c1ccc([N+](=O)[O-])s1)N1CCN(c2ccccc2)CC1
50. COC(=O)c1ccc(C)c(-n2c(C)cc(C=O)c2C)c1
51. Cc1cc(C)c(NC(=O)CN(C2CCCCC2)C2CCCCC2)c(C)c1
52. Cc1[nH]n(-c2ccccc2)c(=O)c1C(c1ccccc1C(=O)O)c1c(C)[nH]n(-c2ccccc2)c1=O
53. CC(=O)Nc1nc2ccccc2n1Cc1ccc(C)cc1
54. CN1CCC(OC(=O)COc2ccc(Br)cc2)CC1
55. COC(c1ccccc1)c1nnc(CCC(=O)NCCCc2ccccc2)o1 (stereo not drawn)
56. C=CC(=O)NCc1ccc(-c2csnn2)cc1

compound no.,49,50,51,52,53,54,55,56
eIF4E-4G inh,4,0,-6,0,2,-8,2,0
14-3-3 Bad PPI,-4[fluorescence artefact?],5,-1,42[fluorescence artefact?],1,-1,1,-3
Wee1 stabilizer,0,1,-2,-3,1,-1,-2,-1
hK5 inh,-7,-22,1,-9,.,-28,-4,-3
p97 ATPase inh,3,-6,2,-1,0,-1,7,8
MDM2 E3 inh,-10,.,-2,4,-15,-16,1,-3
Rad51 HR inh,6,.,7,.,.,3,15,-10
FXIIa inh 1536,8,2,5,3,10,-4,2,7
FXIa inh,1,4,-6,-1,-2,-10,-4,1

Not a hit list; overall some 3.5% were active at least once.
